mcGAS RapidFire – inhibitors of Mus musculus cyclic GMP-AMP synthase, initial high-throughput assay, cell-free, RapidFire MS; actives 0.18% (n = 130,000); Q8C6L5; AID 1259397, 2018; recombinant mouse cGAS, cGAMP by RapidFire MS; inhibition, % at 12.5 µM;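 active = inhibition of cGAS enzyme activity at or above 60%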;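 also: enzyme stimulated by 45 bp dsDNA with ATP and GTP substrates; cGAMP share of summed cGAMP plus half ATP and half GTP signals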
Target sequence (Q8C6L5 whole entry, looked up): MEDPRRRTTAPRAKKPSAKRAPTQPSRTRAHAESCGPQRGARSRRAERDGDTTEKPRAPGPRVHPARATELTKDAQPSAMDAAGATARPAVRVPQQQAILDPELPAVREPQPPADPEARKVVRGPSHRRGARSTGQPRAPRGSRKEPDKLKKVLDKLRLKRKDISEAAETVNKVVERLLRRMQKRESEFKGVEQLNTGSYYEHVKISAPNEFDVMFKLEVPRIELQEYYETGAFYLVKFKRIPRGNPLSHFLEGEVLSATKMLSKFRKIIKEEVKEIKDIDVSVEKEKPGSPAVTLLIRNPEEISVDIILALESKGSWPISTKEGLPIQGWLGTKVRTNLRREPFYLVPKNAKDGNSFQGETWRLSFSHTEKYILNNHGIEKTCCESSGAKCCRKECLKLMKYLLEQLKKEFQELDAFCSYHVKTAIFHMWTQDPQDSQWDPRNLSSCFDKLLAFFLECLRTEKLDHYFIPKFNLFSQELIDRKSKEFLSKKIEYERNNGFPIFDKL
* = called active by the depositor; & = joins results of further samples.

SMILES | mcGAS RapidFire
Cc1cc(C)nc(-n2ncc3c2CC(C)CC3=O)n1 (stereo unspecified) | 2
COC(=O)c1cc2cc(OC)c(OC)cc2nn1 | 0
CCC(Cc1ccccc1)N(C)c1nccc(OC)n1 (stereo unspecified) | 0
O=C(CN(Cc1c(F)cccc1Cl)C1CC1)Nc1cc2c(cc1Cl)OCO2 | 9
Cc1ccc(NC2CCCN(C(=O)c3cccnc3)C2)cc1C (stereo unspecified) | -3
O=C1c2ccccc2-c2nnc(-c3ccc4c(c3)OCO4)cc21 | -29
COC(=O)c1ccccc1C(=O)N1CCCC(N2CCN(c3ccc(F)cc3)CC2)C1 (stereo unspecified) | -1
Cc1ncc(CNC(=O)N(C)Cc2ccc(S(C)=O)cc2)s1 (stereo unspecified) | -9
COCCN(CC(N)=O)Cc1csc2c(F)cccc12 | -32
Cc1ccc(NC(=O)c2cccc(C#N)c2)c(Br)c1 | -1
CN(CCOc1ccc(F)cc1)c1ccncc1Cl | -3
CCOc1ccc(Oc2ccc(NC(C)=O)cc2)cc1 | -15
Cc1nc(SCC(=O)NC(C)(C)C)n(C2CCCCC2)c1C | -2
Cc1cccc(-c2cccc(NC(=O)C3CCCN3C(=O)C3CCOCC3)c2)c1 (stereo unspecified) | -9
CCC(O)c1nc2ccccc2n1CCOc1cccc(OC)c1 (stereo unspecified) | -3
COc1ccc(S(N)(=O)=O)cc1N(C)S(C)(=O)=O | -49
Oc1c(N=Nc2cccc3ccccc23)cc2c3c1CCCN3CCC2 | -3
CCC(=O)Nc1cccc(OCC(=O)N2[C@@H]3CC[C@H]2CNC(=O)C3)c1 | -9
CC1(C(=O)NS(=O)(=O)c2ccccc2)CCN1C(=O)Cc1cc(F)ccc1F (stereo unspecified) | -5
OCC1CCN(Cc2ccc3n2CCN=C3CCc2ccncc2)CC1 | 0

Filtered by structure: the entries above with four or more nitrogen atoms (2)
SMILES | mcGAS RapidFire
Cc1cc(C)nc(-n2ncc3c2CC(C)CC3=O)n1 (stereo unspecified) | 2
OCC1CCN(Cc2ccc3n2CCN=C3CCc2ccncc2)CC1 | 0

Next section:
SMILES | mcGAS RapidFire
CON1C(=O)c2ccccc2NC12CCN(C(=O)C1CC(=O)OC1(C)C)CC2 (stereo unspecified) | -3
Cc1cccnc1CN1CCN(C(=O)c2ccc(=O)[nH]c2)CC1 | -1
CC(C)c1ccc2c(c1)C(N1CCN(C)CC1)=Cc1cccnc1S2 | -9
N[C@@H](Cn1ccc(=O)c(O)c1)C(=O)O | 6
O=C(Oc1ccc(N(C(=O)c2ccncc2)S(=O)(=O)c2ccc(F)cc2)cc1)c1ccncc1 | -2
CCCNC(=O)c1ccc(N2CCNC(C(=O)O)C2)nc1 (stereo unspecified) | -18
CCOC(=O)C1(Cc2cccc(Cl)c2)CCCN(C(=O)CCc2ccccn2)C1 (stereo unspecified) | -4&7
Cc1noc(C)c1CC(C)NC(=O)Nc1ccc(Cl)c(F)c1 (stereo unspecified) | -4
Cc1nc(Nc2ccc(NC(=O)Nc3ccc4c(c3)OCCO4)cc2)cc(-n2ccnc2)n1 | 7
O=C(O)CCCc1ccc(Br)s1 | 92*
CCOC(=O)/C(=C/c1cc2ccccc2n1C(C)=O)[N+](=O)[O-] | 4
Cn1c(SCC(=O)c2c(N)n(C3CC3)c(=O)[nH]c2=O)nnc1-c1ccco1 | -6
Cc1ccccc1CN1C(=O)C(C)ON=C1c1ncccc1C (stereo unspecified) | 8
COc1ccc(OCC(O)Cn2c(NCc3ccc(C)cc3)nc3c2c(=O)n(C)c(=O)n3C)cc1 (stereo unspecified) | -7
O=C(Nc1ccccn1)N(Cc1ccc(Cl)c(Cl)c1)C1CC1 | -19
COc1c(F)cccc1C(=O)N(C)CC1CCCCO1 (stereo unspecified) | -7
CCN1C(=O)c2cc(NS(=O)(=O)CC)ccc2Oc2ccccc21 | -13
O=C1c2ccccc2C(=O)N1CN1CCCCC1 | -6
Cc1cccc(N(CCC(N)=O)C(=O)c2nc(Cl)ccc2Cl)c1 | 2
COc1ccc(OC)c(NS(=O)(=O)c2c(F)cc(F)cc2Br)c1 | -11
O=c1cc(COc2ccc(F)c(Cl)c2)nc2ccc(Br)cn12 | -13
Cc1cc(NC(=O)Cn2nc(-c3cccc([N+](=O)[O-])c3)ccc2=O)no1 | -3
O=C(c1cccc(S(=O)(=O)N2CCOCC2)c1)N1Cc2cc3c(cc2C2(CCCC2)C1)OCCO3 | -5
CCC1CN(C(=O)CN2CC(=O)NC2=O)CCC(=O)N1Cc1ccccc1 (stereo unspecified) | -5
CC(C)NC(=O)C(C)N1CCN(c2ccccc2F)CC1 (stereo unspecified) | -9
Cn1c(=O)c2c(nc(Br)n2CCSc2nnnn2-c2ccccc2)n(C)c1=O | -8
CCn1cc(NC(=O)c2ccc(CN3CCCC3c3ccccn3)cc2)nn1 (stereo unspecified) | -18
CN(CC1CCCCO1)C(=O)c1ccc2oc(-c3cccc(F)c3)nc2c1 (stereo unspecified) | -1
Cc1cccc(OCCN(C)Cc2cc(C3CC3)n[nH]2)c1C | -5
C=C(C)CN1N=C(C)Cn2c1nc1c2c(=O)n(Cc2ccccc2Cl)c(=O)n1C | -1
N#Cc1ccc(C(=O)N2CCOC(COCc3ccccc3F)C2)c(F)c1 (stereo unspecified) | -6
Cc1cc(C)c(C)c(S(=O)(=O)NC2(C#N)CCCCC2)c1C | 2
C=CCc1c(C)nc2nc(SCc3cc(=O)n4ccc(Br)cc4n3)nn2c1C | -7
CN(Cc1ccc(-c2nc(-c3ccncc3)cc(=O)[nH]2)cc1)Cc1ccoc1 | -19
Cc1ccc(-c2nnn(CC(=O)N3CCOCC3)n2)cc1 | -2
CC1=NN(C(=O)c2ccc([N+](=O)[O-])cc2)C(O)(C(F)(F)F)C1 (stereo unspecified) | -54
O=C(Cn1cnc2c(nnn2Cc2ccc(F)cc2)c1=O)NCc1ccc(F)cc1 | 7
Cc1cnn(CCCNC(=O)NC(C)c2csc(C)n2)c1 (stereo unspecified) | -10
O=C(CCc1cccc(F)c1)NC1CCCN(CCc2ccccc2)C1 (stereo unspecified) | -10
N#Cc1ccccc1CSc1n[nH]c(C2CCCC2)n1 | -10
CC(C)C(=O)N1CCC1(C)C(=O)Nc1cccc(-n2cncn2)c1 (stereo unspecified) | -6
CCOC(=O)C1(Cc2cccc(OC)c2)CCN(Cc2ccc(C(=O)OC)cc2)CC1 | -11
O=S1(=O)C=CC(N(c2ccc(Br)cc2)S(=O)(=O)c2ccc(F)cc2)C1 (stereo unspecified) | 0
COc1cccc(CN(C)C(C)c2ccc(F)cc2)c1OC (stereo unspecified) | -4
Nc1nccc(N2CCC(N3CCCC(C(=O)N4CCOCC4)C3)CC2)n1 (stereo unspecified) | -19
O=C(c1cn(Cc2c(F)cccc2F)nn1)N1CCc2sccc2C1 | -6
O=C(Cc1ccc(O)c(F)c1)N1CCC2(CCNCC2)CC1 | -3
O=S(=O)(C=Cc1ccc(Cl)cc1)N1CCCC1c1ccc2c(c1)OCCO2 (stereo unspecified) | -14
Cc1cc(C)c2[nH]c(C)c(CC(=O)N3CCC4(CC3)NCCNC4=O)c2c1 | 4
COc1ccc(-c2csc(SC3C(=O)N(c4ccccc4)N=C3C)n2)cc1 (stereo unspecified) | -8
CC(SCc1nc(N)c2ccccc2n1)C(=O)N(C)C (stereo unspecified) | -18
CC(=O)c1ccc(Cl)c(S(=O)(=O)NC(=O)C2CC2c2cc(F)ccc2F)c1 (stereo unspecified) | 3
COCCN1C(=O)NC(c2ccc(Br)cc2)C(C(=O)OC)=C1C (stereo unspecified) | -12
O=C(Nc1ccc(Br)cc1-c1nc2ccccc2[nH]c1=O)C(F)(F)F | 3
Cc1ccc(-c2cc(C(=O)O)n3nc(C(C)(C)C)cc3n2)cc1 | -5
Cc1nonc1OCCNc1ccccc1COCC(O)CN(C)C1CCCCC1 (stereo unspecified) | -6
Cc1ccccc1S(=O)(=O)NC(=O)C1(C)CCN1C(=O)CC1CCCC1 (stereo unspecified) | -8
Cc1ccc(C2CCCC2N(C)C(=O)CCS(C)(=O)=O)cc1 (stereo unspecified) | -55
CCCOc1c(CNC(=O)C2CC3(CCNCC3)CN2)cccc1OC (stereo unspecified) | -22
COc1ccc(-c2nc(C)cc(C)c2C(N)=O)c2ccc(C)nc12 | -6

Additional compounds.
SMILES | mcGAS RapidFire
Cn1c(CSc2nnc(NCc3ccco3)s2)cc(=O)n(C)c1=O | -17
CN1CCOc2cc(C(=O)N3CC[C@@H](c4ccc5c(c4)OCO5)[C@H](O)C3)ccc21 | -12
COC(=O)c1cc(-c2ccco2)nc2c1c(-c1ccccc1)nn2C1CCS(=O)(=O)C1 (stereo unspecified) | -7
CN1CCN(c2nc(C(=O)NCCC(F)(F)F)cs2)C1=O | -6
O=[N+]([O-])c1cc2c(c(CSc3nc4ccc([N+](=O)[O-])cc4s3)c1)OCOC2 | -4
Fc1ccc(-c2cc3ncnc(NN=Cc4ccncc4)c3s2)cc1 | -6
Cn1ncc(CN2[C@@H]3CC[C@H]2CNC(=O)C3)c1C1CC1 | -9&-3
O=c1[nH]c2cc(Cl)ccc2cc1CN1CCN(Cc2cccnc2)CC1 | 8
O=C(CC1C(=O)NCCN1Cc1ccccc1C(F)(F)F)NCc1ccon1 (stereo unspecified) | -8
O=C(c1ccc(=O)[nH]n1)N1CCN(C(=O)c2ccco2)CC1 | -15
CC(=O)Oc1c(-c2ccc(N)cc2)c(-c2ccc(N(C)C)cc2)nn1-c1cccc(F)c1 | -11
CCN(CC)S(=O)(=O)NCCOc1ccc(Cl)cc1 | 8
CN1C(=O)C(=Nc2sc3c(c2C#N)CCCC3)c2ccccc21 | -37
Fc1cnccc1-c1nc(C2CCOC2)no1 (stereo unspecified) | 11
CCCCCCc1cc2cc(-c3csc(Nc4ccc(F)cc4)n3)c(=O)oc2cc1O | -8
O=C(c1cc(-c2ccccc2O)n[nH]1)N1CCCC(N2CCCC2=O)C1 (stereo unspecified) | -10
COc1cc(=O)n(-c2ccccc2)nc1C(=O)Nc1ccccc1C | -30
CC1C(=O)N(c2ccc([N+](=O)[O-])cc2)CCN1C(=O)C1CC1 (stereo unspecified) | -6
O=C1C(=O)N(CN2CCN(Cc3ccsc3)CC2)c2cc(N3CCCC3)ccc21 | -4
COC(=O)c1ccc(C2Oc3ccccc3CN2C2CCCCC2)cc1 (stereo unspecified) | -3
Cc1cc(Cn2c(S(C)(=O)=O)nc3ccccc32)no1 | -25
Cc1ccc(CN(Cc2nnsc2Cl)C(C)C)o1 | -3
NC(=O)C(Sc1nnc(N2CCCC2)n1-c1cccc(Cl)c1)c1ccccc1 (stereo unspecified) | -14
Cc1cc(C)c(NC(=O)CNC(=O)CNC(=O)C(C)(C)C)c(C)c1 | -9
CC(C)Oc1ccccc1-c1cccc(CN2CCOCC2)c1 | -34
Cc1cc(N2CCN(CC3=NS(=O)(=O)c4ccccc4N3)CC2)nc(C(C)C)n1 | -6
O=C(Nc1sc2c(c1C(=O)O)CCC2)c1cccs1 | 21
O=c1c(=O)n(-c2cccc3ccccc23)ccn1Cc1ccccc1 | 4
O=C(CCn1nnc(-c2ccccc2)n1)N1CCCC(N2CCCC2=O)C1 (stereo unspecified) | -7
Cc1noc(C)c1N(C)C(=O)c1cccc2ncccc12 | -5
CCC(NC(C)c1ccc(C(F)(F)F)cc1)C(N)=O (stereo unspecified) | -7
c1ccc2c(c1)nc1n2CN(CC2CCCO2)CN1 (stereo unspecified) | 2
COc1cc(CN2C(=O)C(C)Sc3ccc(C#N)cc32)cc(OC)c1 (stereo unspecified) | 1
COCCC(=O)Nc1ccc2c(c1)CN(CCC(C)c1ccc(C)o1)CC2 (stereo unspecified) | 0
CCn1nnc2c(=O)n(C)cnc21 | -1
Cc1ccc(N(C)CCn2c(C)csc2=O)c(C)c1 | 3
COc1ccccc1Oc1ncccc1CNC(=O)c1cscn1 | -2
c1cncc(-c2nc3c(c(NCCC45CCCN4CCC5)n2)CCNC3)c1 | -8
Cc1cc(CC(C)NS(=O)(=O)NCc2ccccc2)n[nH]1 (stereo unspecified) | -10
Cc1nc(CCNC(=O)c2ccccc2NCc2sccc2C)cc(=O)[nH]1 | -16
O=S(=O)(Nc1cccc2cccnc12)c1ccc(Br)cc1Cl | -9
CCCn1ccnc1SC(C)C(=O)NC(N)=O (stereo unspecified) | -3
COc1ccc(Cl)cc1C(=O)NCCNc1ccc(Nc2cc(C)ccn2)nn1 | -9
O=C(c1cccc(-c2ccc(O)cc2)c1)N1[C@@H]2CC[C@H]1CC(O)C2 (stereo partly specified) | 0
CC(Oc1ccccc1Cl)C(=O)NC1CCCC1N(C)C (stereo unspecified) | -9
c1cc(CN2CCOCC2)cc(-c2ccc(NC3CCCC3)nn2)c1 | -15

Compounds above that have a Cl atom, in the order listed:
SMILES | mcGAS RapidFire
O=C(CN(Cc1c(F)cccc1Cl)C1CC1)Nc1cc2c(cc1Cl)OCO2 | 9
CN(CCOc1ccc(F)cc1)c1ccncc1Cl | -3
CCOC(=O)C1(Cc2cccc(Cl)c2)CCCN(C(=O)CCc2ccccn2)C1 (stereo unspecified) | -4&7
Cc1noc(C)c1CC(C)NC(=O)Nc1ccc(Cl)c(F)c1 (stereo unspecified) | -4
O=C(Nc1ccccn1)N(Cc1ccc(Cl)c(Cl)c1)C1CC1 | -19
Cc1cccc(N(CCC(N)=O)C(=O)c2nc(Cl)ccc2Cl)c1 | 2
O=c1cc(COc2ccc(F)c(Cl)c2)nc2ccc(Br)cn12 | -13
C=C(C)CN1N=C(C)Cn2c1nc1c2c(=O)n(Cc2ccccc2Cl)c(=O)n1C | -1
O=S(=O)(C=Cc1ccc(Cl)cc1)N1CCCC1c1ccc2c(c1)OCCO2 (stereo unspecified) | -14
CC(=O)c1ccc(Cl)c(S(=O)(=O)NC(=O)C2CC2c2cc(F)ccc2F)c1 (stereo unspecified) | 3
O=c1[nH]c2cc(Cl)ccc2cc1CN1CCN(Cc2cccnc2)CC1 | 8
CCN(CC)S(=O)(=O)NCCOc1ccc(Cl)cc1 | 8
Cc1ccc(CN(Cc2nnsc2Cl)C(C)C)o1 | -3
NC(=O)C(Sc1nnc(N2CCCC2)n1-c1cccc(Cl)c1)c1ccccc1 (stereo unspecified) | -14
O=S(=O)(Nc1cccc2cccnc12)c1ccc(Br)cc1Cl | -9
COc1ccc(Cl)cc1C(=O)NCCNc1ccc(Nc2cc(C)ccn2)nn1 | -9
CC(Oc1ccccc1Cl)C(=O)NC1CCCC1N(C)C (stereo unspecified) | -9

This is a subset, so the mix of outcomes need not match the whole.
